S100A4 MyoIIA: S100A4-myosin IIA interaction inhibition; P26447; S100A4/TAMRA-MyoIIA peptide fluorescence polarization; inhibition, % at 10.7 µM; hit rate 0.14% among 360,000;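 active = mean inhibition of at least 70% across replicates, with every replicate also reaching that level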
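Material: S100A4 monomer (human). Medium: Calcium-containing HEPES buffer, pH 7.2. Probe or stimulus: labelled myosin peptide probe, 5 nM. Compound dosing: one concentration per compound. Timing: polarization read 5 min after assay mix addition, stable 5–60 min. Benchmarks: DMSO as neutral control, TFP as positive control.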
LGR2 inh: blocks bursicon-induced cAMP signaling via Drosophila LGR2 | inhibition, % at 9.99 µM | AID 720647 | hit rate 0.35% among 380,000 | HEK293 LGR2, CRE-luciferase, bursicon-stimulated, 4 h;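 active = drop in luminescence signal, shown as inhibition above about 50% in the replicate tests, limit read from the data, passing the limit was not always enough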;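 note: agonist challenge used bursicon conditioned medium at about half maximal strength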
PGC1a acetyl inh: lowers PGC1a acetylation signal in U2OS cells. AlphaScreen anti-acetyl-lysine; with virally co-expressed GCN5 acetyltransferase. inhibition, % at 15.6 µM. hit rate 0.17% among 350,000. AID 651687;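 active = every replicate shows inhibition of at least 40%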;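 note: 0% = neutral control wells and 100% = positive control wells; some results beyond the cut were filed as inactive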
ERAP1 inh: inhibitors of human ERAP1 aminopeptidase. recombinant ERAP1, Leu-AMC fluorescence, 60 min. Q9NZ08. inhibition, % at 10.7 µM. hit rate 0.15% among 340,000. AID 652197;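 active = mean replicate inhibition of at least 30%, or all replicates individually reaching that 30% level; inactive = mean below 30% and not every replicate reaching it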;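 note: 0% = neutral control wells and 100% = L-leucinethiol positive control wells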
Target sequence (Q9NZ08 whole entry, looked up): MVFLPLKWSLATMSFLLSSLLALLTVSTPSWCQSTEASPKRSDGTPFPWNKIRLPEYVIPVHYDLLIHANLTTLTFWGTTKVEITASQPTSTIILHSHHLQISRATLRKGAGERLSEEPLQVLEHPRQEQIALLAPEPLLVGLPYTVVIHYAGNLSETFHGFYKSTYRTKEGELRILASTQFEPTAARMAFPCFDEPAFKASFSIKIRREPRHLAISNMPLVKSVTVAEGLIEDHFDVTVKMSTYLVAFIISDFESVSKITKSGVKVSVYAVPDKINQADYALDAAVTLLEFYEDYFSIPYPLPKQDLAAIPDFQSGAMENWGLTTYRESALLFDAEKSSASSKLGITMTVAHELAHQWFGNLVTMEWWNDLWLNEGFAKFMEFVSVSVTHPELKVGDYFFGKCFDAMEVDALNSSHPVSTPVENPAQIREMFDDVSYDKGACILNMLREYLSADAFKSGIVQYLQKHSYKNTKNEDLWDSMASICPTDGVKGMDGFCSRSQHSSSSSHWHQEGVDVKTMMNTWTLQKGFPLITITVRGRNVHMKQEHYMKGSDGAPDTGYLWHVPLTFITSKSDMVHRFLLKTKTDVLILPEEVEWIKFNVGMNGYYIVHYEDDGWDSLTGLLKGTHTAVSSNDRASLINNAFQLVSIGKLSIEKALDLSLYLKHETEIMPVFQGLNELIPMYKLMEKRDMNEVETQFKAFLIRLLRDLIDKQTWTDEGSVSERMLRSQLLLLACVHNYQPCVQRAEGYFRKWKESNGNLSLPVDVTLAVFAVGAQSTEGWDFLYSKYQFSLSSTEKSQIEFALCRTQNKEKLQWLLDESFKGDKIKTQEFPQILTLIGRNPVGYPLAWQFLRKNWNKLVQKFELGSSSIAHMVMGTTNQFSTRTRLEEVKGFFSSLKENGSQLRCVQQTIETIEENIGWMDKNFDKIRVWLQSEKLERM
Xi reactivation: X-chromosome reactivation activator; activation, % at 7.58 µM; hit rate 0.055% among 360,000; XiGFP mouse fibroblasts, % GFP-positive cells imaging, 3 d; cells co-treated with 5-aza-dC sensitizer; scaled so ellipticine positive control = 100%;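 active = mean normalized replicate activation at least 10% and every replicate at or above 10%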;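 note: 0% = median of on-plate neutral control wells and 100% = ellipticine 6 µM median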
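Assay system: SV40-immortalized XiGFP fibroblast cells, line 68-5-11; buffer or medium: DMEM plus 5-aza-dC sensitizer; compound: one concentration, pinned; timing: compounds 3 days, fix/stain 15 min at room temperature; benchmarks: positive control ellipticine, 6 µM final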
Cneo AK release: Cryptococcus neoformans lysis via adenylate kinase release | C. neoformans lysis, adenylate kinase release luminescence, 4 h; normalised: neutral wells 0, clomiphene wells 100 | lysis activity, % at 15 µM | hit rate 0.2% among 360,000;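 active = mean lysis activity across replicates of at least 80%, whatever share of replicates individually reach that level; inactive = mean lysis activity below 80%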
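Assay system: Cryptococcus neoformans yeast cells / Dosing: single-point compound dose / Timing: 4 h at 37 °C static, read 1 h later / Measured by: luminescence of released adenylate kinase using an AK detection reagent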
SIRT5 block: inhibitors of human sirtuin-5 desuccinylase. Purified SirT5, succinyl-peptide AMC, trypsin-coupled fluorescence. inhibition, % at 15 µM. hit rate 1.1% among 330,000; in the data active = inhibition above about 15%
Statin myotox sup: suppressors of simvastatin-induced myotoxicity in C2C12 myotubes; ATP luminescence, 48 h; scaled: DMSO 0, geranylgeraniol control 100; rescue of ATP level, % at 7.49 µM; hit rate 0.78% among 330,000; AID 602340;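 active = mean ATP rescue above about 67%, or every replicate alone reaching that limit, limit read from the data, passing the limit was not always enough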;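 note: myotubes were challenged with 10 µM simvastatin during compound exposure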
Starred values were filed as active, the others as inactive; x = no result given. The list is partial. The share of hits here may be higher or lower than overall.

SMILES	S100A4 MyoIIA	LGR2 inh	PGC1a acetyl inh	ERAP1 inh	Xi reactivation	Cneo AK release	SIRT5 block	Statin myotox sup
CC1=NNC(=O)c2ccccc2O1	-4	-7	-4	2	-0.1	1	-4	-3
O=C(CCn1c(=O)oc2ccc(Cl)cc21)N1CCN(c2ccccc2)CC1	-1	0	15	-2	0.0	1	-6	-2
c1ccc(-c2nn[nH]n2)cc1	4	-3	x	-1	0.0	x	-2	x
CCOC(=O)c1c(C)[nH]c(C(=O)N/N=C\c2ccccc2Cl)c1C	x	-29	-6	x	0.0	2	x	-9
CNC[C@@H]1Oc2c(NS(=O)(=O)c3ccccc3)cccc2C(=O)N([C@H](C)CO)C[C@H]1C	-4	-26	6	3	0.0	-1	-1	-2
COc1ccc(-c2cc(C(=O)N3CCCCC3)no2)cc1OC	-4	-96	3	4	x	-2	2	-10
Cc1ccc(Cn2ccc(O)c(Cc3ccccc3)c2=O)cc1	8	-16	x	1	0.1	x	1	x
CCCCN(C(=O)CNC(=O)c1cccs1)C(C(=O)NC1CCCC1)c1ccncc1 (configuration not stated)	-2	13	-5	8	0.0	-1	-7	8
Cc1cccc(CCNC(=O)c2cccc(N3CCCC3=O)c2)c1	16	-44	-20	-5	0.1	-2	-3	-8
CCC(C)NCCOc1ccc(C(C)(C)c2ccccc2)cc1 (configuration not stated)	-8	10	-31	-2	0.0	-3	-4	-9
COC(=O)C(Cc1ccccc1)NC(=O)c1ccc(NS(=O)(=O)c2ccc3[nH]c(=O)[nH]c3c2)cc1 (configuration not stated)	-2	5	12	0	-0.1	0	1	2
O=C(NNc1c2ccccc2nc2ccccc12)C12CC3CC(CC(C3)C1)C2	0	-13	14	x	0.0	3	-6	9
COc1ccc(CC(=O)N[C@@H]2c3ccccc3CC[C@@H]2OCc2ccccc2)cc1	5	11	0	17	-0.1	2	4	1
C=CCC[C@@H](Cc1ccc(F)cc1)C(=O)OC[C@H](C)NC(=O)[C@@H](CC=C)CC(=O)N[C@@H](CO)Cc1ccccc1	-3	21	x	-3	-0.4	-4	x	-2
COC(=O)Cc1c(C)c2ccc(OCC(=O)N3CCCC3)c(C)c2oc1=O	1	9	15	-2	0.0	-3	-18	4
O=C(Nc1ccc(Cl)cc1C(=O)NCc1cccnc1)c1ccco1	x	0	2	x	x	0	x	4
CCCc1cc(NCCCn2ccnc2)n2nc(C)c(-c3ccccc3)c2n1	5	12	x	x	0.0	x	18*	x
COc1ccc(OC)c(NC(=O)c2ccno2)c1	1	8	7	2	0.3	-1	-4	4
COCCNC(=O)C[C@@H]1CC[C@@H]2[C@H](COc3ccc(NC(=O)Nc4ccccc4)cc3C(=O)N2C)O1	6	6	-4	0	-0.1	-1	-3	-16
O=C(CCCn1c(=S)[nH]c2ccsc2c1=O)NCCc1ccccc1	-5	-18	x	-4	0.0	-2	0	-38

Record cards, from the list above. Values in the order: S100A4 MyoIIA, LGR2 inh, PGC1a acetyl inh, ERAP1 inh, Xi reactivation, Cneo AK release, SIRT5 block, Statin myotox sup
O=C(NNc1c2ccccc2nc2ccccc12)C12CC3CC(CC(C3)C1)C2 reads 0, -13, 14, x, 0.0, 3, -6, 9
CC1=NNC(=O)c2ccccc2O1 reads -4, -7, -4, 2, -0.1, 1, -4, -3
COc1ccc(CC(=O)N[C@@H]2c3ccccc3CC[C@@H]2OCc2ccccc2)cc1 reads 5, 11, 0, 17, -0.1, 2, 4, 1
CNC[C@@H]1Oc2c(NS(=O)(=O)c3ccccc3)cccc2C(=O)N([C@H](C)CO)C[C@H]1C reads -4, -26, 6, 3, 0.0, -1, -1, -2
O=C(CCn1c(=O)oc2ccc(Cl)cc21)N1CCN(c2ccccc2)CC1 reads -1, 0, 15, -2, 0.0, 1, -6, -2

SIRT5 block: hit marks shown above
| canonical_smiles | S100A4 MyoIIA | LGR2 inh | PGC1a acetyl inh | ERAP1 inh | SIRT5 block |
| --- | --- | --- | --- | --- | --- |
| CCCc1cc(NCCCn2ccnc2)n2nc(C)c(-c3ccccc3)c2n1 | 5 | 12 | x | x | 18* |

Next part
SMILES	S100A4 MyoIIA	LGR2 inh	PGC1a acetyl inh	ERAP1 inh	Xi reactivation	Cneo AK release	SIRT5 block	Statin myotox sup
COc1ccc(-n2nc(C(=O)NCC(=O)NC3CCCC(C)C3C)c3ccccc3c2=O)c(OC)c1 (configuration not stated)	3	-9	3	3	0.2	6	0	-54
O=C(C1=C(O)C(=O)N(Cc2ccco2)C1c1cccc(Cl)c1)c1ccco1 (configuration not stated)	-2	-11	x	2	-0.1	0	-6	6
CCCNC(=O)C1(C)CCN(Cc2ccc(-n3ccnc3)cc2)C1 (configuration not stated)	-4	5	x	-3	0.1	-1	-3	-8
CCNC(=O)C1(C)CCN(C(=O)c2ccc(OC)c(OC)c2)C1 (configuration not stated)	-3	-7	9	7	-0.1	-2	-4	4
Cc1cc(Br)cc(/C=N/NC(=O)c2ccc3c(c2)OCO3)c1O	1	-11	x	-1	-0.1	-3	-4	9
C[C@@H]1CCCCO[C@H](CN(C)S(=O)(=O)c2ccc(Cl)cc2)[C@@H](C)CN([C@H](C)CO)C(=O)c2cc(NS(C)(=O)=O)ccc2O1	3	-3	3	0	0.1	-4	1	-26
O=C(CN1C(=O)NC2(CCOc3ccccc32)C1=O)c1ccc[nH]1 (configuration not stated)	-2	10	2	8	0.0	0	-1	-10
O=C(OCCOc1ccc(Cl)cc1)c1cc(S(=O)(=O)N2CCCCC2)ccc1N1CCOCC1	-3	17	6	-2	0.0	-1	-5	15
Cc1ccc([C@H]2N[C@]3(CCCN(Cc4ccc(C(F)(F)F)cc4)C3=O)[C@H]3C(=O)N(C)C(=O)[C@@H]23)cc1	-2	9	4	1	0.1	-2	1	16
Cc1ccc2sc(NNC(=O)c3cc(-c4cccs4)nc4ccccc34)nc2c1C	1	x	x	4	0.0	x	-2	x
CSc1cccc(CN2CCN(CCC(C)C)C(CCO)C2)c1 (configuration not stated)	6	-1	-4	3	-0.7	x	-5	-13
COc1ccc(CCC(=O)N(C)CC(=O)Nc2ccc(Cl)c(C(F)(F)F)c2)cc1	2	-3	x	5	0.1	-1	-2	-8
O=C(Nc1c(Cl)ccc2nsnc12)c1cccnc1	-3	5	1	-4	0.5	0	2	x
CC(=O)Nc1cccc(NC(=S)Nc2ccc(F)cc2F)c1	2	-15	6	-2	0.0	x	1	6
O=C(CSc1ccccc1)NC1CCCCCCC1	-4	-38	x	4	0.0	0	-5	-5
CCC(OC(=O)c1cccs1)C(=O)NCc1ccc(C)cc1 (configuration not stated)	-15	-3	3	x	0.0	x	x	x
O=C(COC(=O)C1CCN(S(=O)(=O)c2ccc3c(c2)OCCO3)CC1)Nc1cc(C(F)(F)F)ccc1Cl	0	6	x	0	0.3	x	-1	x
COc1ccc(CCNC(=O)CN2C(=O)CCSc3ccccc32)c(OC)c1	-2	-3	-3	2	0.0	0	-2	-3
O=C(CSc1nc2ccccc2s1)N1N=C(c2cccs2)CC1c1ccc(F)cc1 (configuration not stated)	x	17	x	x	0.0	-2	x	-18
COc1ccc(NC(=O)N2CCC3(CC2)CN(C(=O)C2CCC2)[C@@H](CO)c2c3c3ccc(OC)cc3n2C)cc1	-1	-5	0	2	0.1	x	0	x
O=C(CSc1nnc(N2CCOCC2)n1-c1cccc(F)c1)N1CCN(c2ccccn2)CC1	-2	-1	1	3	0.3	2	-1	-5
COc1ccc(NC(=O)COc2ccc(/C=C/c3cc[n+](C)cc3)cc2OC)cc1	-1	2	x	28	0.1	x	4	-1
CO[C@H]1CN(C)C(=O)c2cc(NC(=O)Nc3cccc(Cl)c3)ccc2OC[C@H](C)NC[C@H]1C	6	-4	-2	-5	-0.1	0	2	-25
O=c1cc(Cn2ccnc2)c2cc(O)ccc2o1	4	-12	18	5	0.2	8	0	-2
COCC(=O)N(C)C[C@@H]1Oc2ncc(C#CC(C)(C)O)cc2C(=O)N([C@@H](C)CO)C[C@@H]1C	10	8	0	1	-0.5	49	-3	6
O=C1[C@H]2[C@H](ON3CCCC[C@H]23)C(=O)N1c1cccc(C(F)(F)F)c1	-8	-1	x	-1	0.0	x	x	x
O=C(CN1C(=O)S/C(=C\c2ccccn2)C1=O)Nc1ccccc1	1	7	x	-2	0.0	0	-1	-6
COc1ccccc1CNC(=O)Cn1c(=O)oc2cc(S(=O)(=O)N3CCCC3)ccc21	-2	1	0	-5	-0.1	1	-5	23
NS(=O)(=O)c1ccc(NC(=S)NNC(=O)c2cccs2)cc1	-2	-24	0	-3	0.0	x	5	x
COc1ccc(C(=O)COC(=O)[C@H](C)NS(=O)(=O)c2ccc(NC(C)=O)cc2)cc1OC	-1	-6	x	-4	0.0	4	0	9

3 compounds drawn at random from the list so far, as already listed:
SMILES	S100A4 MyoIIA	LGR2 inh	PGC1a acetyl inh	ERAP1 inh	Xi reactivation	Cneo AK release	SIRT5 block	Statin myotox sup
O=C(CSc1nnc(N2CCOCC2)n1-c1cccc(F)c1)N1CCN(c2ccccn2)CC1	-2	-1	1	3	0.3	2	-1	-5
CC1=NNC(=O)c2ccccc2O1	-4	-7	-4	2	-0.1	1	-4	-3
CCCCN(C(=O)CNC(=O)c1cccs1)C(C(=O)NC1CCCC1)c1ccncc1 (configuration not stated)	-2	13	-5	8	0.0	-1	-7	8
